Compound activity (PubChem)
NS5 inhibitors: Dengue-2 NS5 methyltransferase inhibitors, primary screen, biochemical, confirmation dose response (AID 588689); Dengue-2 NS5 methyltransferase capping enzyme assay, biochemical; higher % means a stronger effect; inhibition, % at 25 µM; hits with a dose series show IC50 in µM; actives 0.3% (n = 340,000); in the data active = a potency from the dose series
K1F lysis inhibition: protection from phage-mediated lysis, alamar blue read-out – E. coli UTI89, K1F phage, bacterial capsule biogenesis inhibitors (AID 488966). E. coli UTI89 K1F phage lysis, alamar blue, 2 h; higher % means a stronger effect. one-dose inhibition, % at 100 µM; IC50 in µM for titrated hits. actives 0.02% (n = 340,000);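 active = phage lysis inhibition, versus mean bacterial control, above a set limit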;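 note: capsule biogenesis inhibitors block K1F phage lysis so surviving cells raise fluorescence; higher fluorescence means more inhibition of phage lysis; actives were called in the ten point dose series up to 300 µM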
NTR1 agonist: agonists of NTR1, primary screen, imaging, U2OS cells, beta-arrestin-GFP, high content (AID 493036); NTR1-U2OS beta-arrestin-GFP spot imaging, agonist mode; P30989; activation, % at 20 µM; actives 0.17% (n = 330,000);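 active = activation at or above 40% of the spot to cytoplasm intensity ratio, with at least 20 cells analyzed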;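 note: 0% = DMSO without peptide and 100% = 100 nM NTR1 peptide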
Target sequence (P30989 whole entry, looked up): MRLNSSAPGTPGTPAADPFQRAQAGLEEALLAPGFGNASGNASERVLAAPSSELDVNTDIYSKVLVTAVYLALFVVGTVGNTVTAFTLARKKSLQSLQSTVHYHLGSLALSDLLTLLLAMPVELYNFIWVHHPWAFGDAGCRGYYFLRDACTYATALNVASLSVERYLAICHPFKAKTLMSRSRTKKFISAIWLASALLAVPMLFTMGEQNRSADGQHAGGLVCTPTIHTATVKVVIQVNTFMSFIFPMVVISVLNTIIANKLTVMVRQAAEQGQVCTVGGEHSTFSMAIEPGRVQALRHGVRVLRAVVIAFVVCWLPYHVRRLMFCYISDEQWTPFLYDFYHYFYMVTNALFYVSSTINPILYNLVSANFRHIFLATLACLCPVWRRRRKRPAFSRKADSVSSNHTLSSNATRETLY
NTR1 agonist cell count 20 µM: also measured in NTR1 agonist; calls as there; cell count; measured here: cell count, cytotoxicity flag
NS5 inhibitors pilot replicate: further read-out of NS5 inhibitors, marked with its call; inhibition, %; measured here: pilot screen replicate inhibition
* = called active by the depositor; . = no result given; [ ] = dose if it differs, or a comment. Only part of the results is shown (hit frequency here may not be typical).

SMILES	NS5 inhibitors	K1F lysis inhibition	NTR1 agonist	others
C=CCn1c(C)cc(-c2csc(NC(=O)C3CCN(c4ncnc5sc(C)c(C)c45)CC3)n2)c1C	-3.0%	0.3%[50 µM]	.
Cc1ccc(NC(=O)C(C)OC(=O)COc2cccc(C(F)(F)F)c2)cc1S(=O)(=O)N1CCOCC1 (configuration not stated)	-5.9%	1.2%[50 µM]	.
O=C(NN=Cc1cc(Cl)ccc1[N+](=O)[O-])c1cccc2ccccc12	0.8%	2.8%	.
c1ccc(-n2nnnc2-c2cccc3ccccc23)cc1	0.8%	2.5%	.
O=S(=O)(c1ccc(Br)cc1F)N1CCC(O)CC1	-3.9%	-0.1%	.
CC(C)C[C@@H](CO)NS(=O)(=O)c1c(F)cccc1F	-8.5%	0.2%	.
OC(CCCN1CCCCC1)(c1ccccc1)c1ccc(C(F)(F)F)cc1 (configuration not stated)	-3.2%	1.8%	.
CC(Oc1ccccc1F)C(=O)NNC(=O)Cc1ccc(S(=O)(=O)N2CCOCC2)s1 (configuration not stated)	-2.2%	0.5%[50 µM]	.
Cc1ccc(S(=O)(=O)N2CCOCC2)cc1NC(=O)Cn1c(=O)ccn(Cc2ccccc2)c1=O	-6.1%	0.7%[50 µM]	.
O=C(NNC(=O)c1ccc2ccccc2c1)c1cccc(F)c1	1.6%	-0.4%	.
CCCCCC(O)CCCC(=O)O (configuration not stated)	-2.2%	1.5%	.
CC(C)(C)OC(=O)N1CCCC(C(=O)Nc2cccc(C(=O)NC3CC3)c2)C1 (configuration not stated)	-6.0%	0.1%	.	NS5 inhibitors pilot replicate=1.8
CC(=O)N1CCN(S(=O)(=O)c2cccc(C(=O)OCC(=O)Nc3c(Cl)cccc3C(F)(F)F)c2)CC1	-6.6%	-0.2%[50 µM]	.
O=c1[nH]c(=S)[nH]c2nccnc12	-5.8%	0.0%	.
NC(=O)C1(Nc2ccc(Cl)cc2)CCCC1	6.9%	-2.3%	.
O=C(CNc1cc(S(=O)(=O)N2CCOCC2)ccc1N1CCCC1)Nc1ccc(Cl)cc1	0.8%	0.4%[50 µM]	.
C[C@@H]1CN(S(=O)C(C)(C)C)[C@@H](CCO)/C1=C\c1ccccc1 (some centres not stated)	2.6%	0.0%	.	NS5 inhibitors pilot replicate=-1.2
CC1CN(Cc2ccccc2)C(=O)N(c2ccccc2)C1=O (configuration not stated)	1.6%	-1.0%	.
CC(=Nc1ccccc1)C1=C(O)C(Cc2ccc(O)cc2)NC1=O (configuration not stated)	5.0%	0.9%	.
CCOc1ccc(NC(=O)CN(C)C(=O)C2CC(=O)N(CCc3ccc(OC)c(OC)c3)C2)cc1OCC (configuration not stated)	3.8%	0.8%[50 µM]	.
O=C(O)c1cc([N+](=O)[O-])cc2ccccc12	0.0%	0.0%	.
O=C1C(=NO)C(c2ccccc2)Oc2ccccc21 (configuration not stated)	3.2%	-2.7%	.
O=CNc1ccc2c(c1)Cc1cc([N+](=O)[O-])ccc1-2	6.6%	1.3%	.
O=C1C(=NO)CC(c2ccccc2)N1c1ccccc1 (configuration not stated)	-3.2%	-0.7%	.
CCOc1cccc(C2C(C(=O)c3ccc(C)o3)=C(O)C(=O)N2c2nnc(C)s2)c1 (configuration not stated)	3.6%	0.7%	.
CC(C)N1CCN(S(=O)(=O)c2ccccc2)c2ccccc21	-8.0%	0.1%	.
CC(C)(C)OC(=O)N(CCc1ccccc1)Cc1cccc(OCc2cccc(NC(=O)C3CC3)c2)c1	6.6%	-0.1%	.	NS5 inhibitors pilot replicate=0.9
COc1c2c(c3c(c1OC)c(=O)c1ccccc1n3C)OCO2	12.1%	-1.3%	.
CN1OC[C@@H]2CN(C(=O)CCc3ccccc3)[C@H](c3cccc(-c4ccc(C#N)cc4)c3)C[C@@H]21	1.9%	-0.3%	.
COCCOC(=O)C1=C(C)NC(=S)NC1c1ccc(OCC(=O)N2CC(C)OC(C)C2)c(OC)c1 (configuration not stated)	-12.1%	0.3%[50 µM]	.
O=C1CCCc2cc3c(cc21)CCCC3	-3.1%	7.0%	.
O=C1CSc2ccccc2N1	-7.4%	3.2%	.
Oc1ccc(C=NNC(=S)Nc2ccc(F)cc2)c(O)c1	-9.7%	6.9%	.
O=C(NNC(=O)c1cccc2ccccc12)c1cccc(Br)c1	1.6%	-3.8%	.
CCNc1ncnc2[nH]ncc12	2.3%	0.5%	.
O=C1CC(c2ccccc2)Oc2ccc(Cl)cc21 (configuration not stated)	1.6%	-2.0%	.

By substructure: the compounds so far containing two or more sulfur atoms.
SMILES	NS5 inhibitors	K1F lysis inhibition	NTR1 agonist	others
C=CCn1c(C)cc(-c2csc(NC(=O)C3CCN(c4ncnc5sc(C)c(C)c45)CC3)n2)c1C	-3.0%	0.3%[50 µM]	.
CC(Oc1ccccc1F)C(=O)NNC(=O)Cc1ccc(S(=O)(=O)N2CCOCC2)s1 (configuration not stated)	-2.2%	0.5%[50 µM]	.

Continuation.
SMILES	NS5 inhibitors	K1F lysis inhibition	NTR1 agonist	others
CCOc1ccc(S(=O)(=O)N2CCN(C3CC(=O)N(c4cccc(C(C)=O)c4)C3=O)CC2)cc1 (configuration not stated)	-2.9%	0.4%[50 µM]	.
O=C(Nc1ccc([N+](=O)[O-])cc1NC(=O)c1ccccc1)c1ccccc1	-1.6%	-0.2%	.
O=C(Cn1cc(COc2c(F)c(F)cc(F)c2F)nn1)c1ccc(O)cc1	9.8%	0.1%	.
C=CCCC1CN(CCCC)S(=O)(=O)c2c(F)cccc2O1 (configuration not stated)	-2.6%	0.0%	.
O=Nc1c(O)c2ccccc2c2ccccc12	11.9%	12.1%	.
Cn1c(=O)c2c(nc(OC3CCCCCC3)n2C)n(C)c1=O	-7.3%	-0.2%	.
Nc1nc(Sc2ccc([N+](=O)[O-])c3nonc23)c2[nH]cnc2n1	16µM*	-5.3%	.
O=S(=O)(NC(CO)Cc1ccccc1)c1ccc(Br)cc1F (configuration not stated)	-2.6%	0.2%	.
O=C1CC(c2ccccc2)(c2ccccc2)c2ccccc21	-6.2%	0.7%	.
Cc1ccc(C(=O)Nc2ncccc2C)o1	-6.7%	-1.6%	.
CCOc1cc(C(=O)N/N=C/c2cn(-c3ccccc3)nc2-c2cc3ccccc3o2)cc(OCC)c1OCC	-2.3%	0.1%	.
Cc1ccc(NC(=O)C2CCN(S(=O)(=O)c3ccc(C(C)(C)C)cc3)CC2)cc1S(=O)(=O)N1CCOCC1	-1.1%	0.5%[50 µM]	.

Retrieved by structure from above, 5 records:
SMILES	NS5 inhibitors	K1F lysis inhibition	NTR1 agonist	others
CC(=O)N1CCN(S(=O)(=O)c2cccc(C(=O)OCC(=O)Nc3c(Cl)cccc3C(F)(F)F)c2)CC1	-6.6%	-0.2%[50 µM]	.
O=Nc1c(O)c2ccccc2c2ccccc12	11.9%	12.1%	.
CC(C)(C)OC(=O)N1CCCC(C(=O)Nc2cccc(C(=O)NC3CC3)c2)C1 (configuration not stated)	-6.0%	0.1%	.	NS5 inhibitors pilot replicate=1.8
O=C1C(=NO)CC(c2ccccc2)N1c1ccccc1 (configuration not stated)	-3.2%	-0.7%	.
CCOc1ccc(NC(=O)CN(C)C(=O)C2CC(=O)N(CCc3ccc(OC)c(OC)c3)C2)cc1OCC (configuration not stated)	3.8%	0.8%[50 µM]	.

Other compounds:
SMILES	NS5 inhibitors	K1F lysis inhibition	NTR1 agonist	others
NC(=S)NN=C1Cc2cccc3cccc1c23	-3.2%	-0.7%	.
CN(C(=O)c1cccc(NC(=O)Cc2cccc(NC(=O)C3CCN(S(=O)(=O)c4cccc([N+](=O)[O-])c4)CC3)c2)c1)C1CC1	-1.0%	0.3%	.	NS5 inhibitors pilot replicate=-4.5
CNc1nc(NC)nc(NNC(=O)c2ccccc2)n1	-9.7%	-0.2%	.
O=C1NC(=O)C(Cc2ccc(O)cc2)N1 (configuration not stated)	2.2%	-1.4%	.
Cc1ccc(S(=O)(=O)CS(=O)(=O)c2ccc(C)cc2)cc1	-1.5%	1.9%	.
COc1ccc(-c2ccc3c(c2)[C@@H]2C[C@H]4[C@@H](C(=O)N2CC3)[C@H](C)ON4C)cc1	-5.3%	0.1%	.	NS5 inhibitors pilot replicate=-4.9
CC1(C)OC2OC3C(CN)OC(c4ccccc4)OC3C2O1 (configuration not stated)	-1.6%	0.8%	.
CC(=O)N1CCN(C(C)=O)c2ccccc21	6.5%	-1.4%	.
CN(C(=O)c1cccc(NC(=O)Cc2ccc(NC(=O)C3CCCN(C(=O)C4CCCCC4)C3)cc2)c1)C1CC1 (configuration not stated)	-5.2%	0.0%	.
C=CCCC1CN(Cc2ccco2)S(=O)(=O)c2c(F)cccc2O1 (configuration not stated)	-3.3%	-0.2%	.
CC(C)C[C@H]1CNC(=S)N1CC1CCN(CCC23CC4CC(CC(C4)C2)C3)CC1	2.6%	-0.1%	.	NS5 inhibitors pilot replicate=1.8
Cc1ccc(S(=O)(=O)N2CCN(C(=O)COC(=O)COc3ccc(Br)cc3)CC2)c(C)c1	-5.8%	0.7%[50 µM]	.

3 entries already listed, ordered by SMILES length, descending.
SMILES	NS5 inhibitors	K1F lysis inhibition	NTR1 agonist	others
CC(C)C[C@H]1CNC(=S)N1CC1CCN(CCC23CC4CC(CC(C4)C2)C3)CC1	2.6%	-0.1%	.	NS5 inhibitors pilot replicate=1.8
Cc1ccc(S(=O)(=O)CS(=O)(=O)c2ccc(C)cc2)cc1	-1.5%	1.9%	.
CC(=O)N1CCN(C(C)=O)c2ccccc21	6.5%	-1.4%	.

Structures above containing a COOH group, in the order listed:
SMILES	NS5 inhibitors	K1F lysis inhibition	NTR1 agonist	others
CCCCCC(O)CCCC(=O)O (configuration not stated)	-2.2%	1.5%	.
O=C(O)c1cc([N+](=O)[O-])cc2ccccc12	0.0%	0.0%	.

(cont.)
SMILES	NS5 inhibitors	K1F lysis inhibition	NTR1 agonist	others
COc1ccc(NC(=O)N(C)C[C@H]2Oc3ccc(NC(=O)Nc4ccc5c(c4)OCO5)cc3C(=O)N([C@H](C)CO)C[C@@H]2C)cc1	-7.0%	0.4%	.
COc1ccc(Cl)cc1N1C(=O)CC(N2CCN(S(=O)(=O)c3ccccc3F)CC2)C1=O (configuration not stated)	1.2%	1.6%	1.4	NTR1 agonist cell count 20 µM=63
CCOC(=O)CC[C@H](NC(=O)Cn1cnc2c(NCc3ccccc3)ncnc21)C(=O)OCC	-5.2%	0.6%	2.8	NTR1 agonist cell count 20 µM=58
COc1ccc(NC(=O)CN2CCCC2c2cccs2)cc1S(=O)(=O)N1CCCCC1 (configuration not stated)	-10.9%	0.3%[50 µM]	2.7	NTR1 agonist cell count 20 µM=56
COc1cc2c(C(F)(F)F)c(-c3ccc(C#N)cc3)oc(=O)c2cc1OC	6.6%	1.3%	0.6	NTR1 agonist cell count 20 µM=60
COc1ccc(CCN(C)C(=O)CN2C(=O)NC3(CCCCC3C)C2=O)cc1OC (configuration not stated)	5.1%	0.6%[50 µM]	0.6	NTR1 agonist cell count 20 µM=61
CCN1CCN(c2ccc(S(=O)(=O)N3CCOCC3)cc2NC(=O)CC(C)C)CC1	5.4%	0.4%[50 µM]	1.5	NTR1 agonist cell count 20 µM=46
CN(C(=O)COC(=O)c1ccc2ccccc2n1)C1CCCCC1	-4.3%	2.0%	1.2	NTR1 agonist cell count 20 µM=62
Cc1ccc(C(=O)N(CC(C)C)c2c(N)n(Cc3ccccc3)c(=O)[nH]c2=O)o1	-1.4%	0.3%[50 µM]	-0.4	NTR1 agonist cell count 20 µM=53
CC(Oc1ccc(F)cc1)c1nnc(SCC(=O)N(c2ccccc2)C2CCS(=O)(=O)C2)o1 (configuration not stated)	-5.8%	0.0%[50 µM]	-0.2	NTR1 agonist cell count 20 µM=89
CCc1ccc(C2C(=O)c3ccccc3C2=O)cc1	-6.9%	-2.4%	0.2	NTR1 agonist cell count 20 µM=42
CC[C@@]1(C(=O)OC)N[C@H](CN(C)S(=O)(=O)c2ccc(-c3ccccc3)cc2)[C@@H]2C(=O)N(Cc3ccccc3)C(=O)[C@@H]21	2.3%	0.0%	-0.6	NTR1 agonist cell count 20 µM=43;NS5 inhibitors pilot replicate=1.5
